Screening results as filed in PubChem.
D2 ag: agonists of human D2 dopamine receptor | HEK293 T-REx D2 cells, calcium flux agonist mode | 0.53% of 340,000 active | activation, % at 2 µM | P14416;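 active = activation over 3 SD above normal in the single-dose calcium agonist read, cut at about 30% in these data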; also: 0% is about no effect
Target sequence (P14416 whole entry, looked up): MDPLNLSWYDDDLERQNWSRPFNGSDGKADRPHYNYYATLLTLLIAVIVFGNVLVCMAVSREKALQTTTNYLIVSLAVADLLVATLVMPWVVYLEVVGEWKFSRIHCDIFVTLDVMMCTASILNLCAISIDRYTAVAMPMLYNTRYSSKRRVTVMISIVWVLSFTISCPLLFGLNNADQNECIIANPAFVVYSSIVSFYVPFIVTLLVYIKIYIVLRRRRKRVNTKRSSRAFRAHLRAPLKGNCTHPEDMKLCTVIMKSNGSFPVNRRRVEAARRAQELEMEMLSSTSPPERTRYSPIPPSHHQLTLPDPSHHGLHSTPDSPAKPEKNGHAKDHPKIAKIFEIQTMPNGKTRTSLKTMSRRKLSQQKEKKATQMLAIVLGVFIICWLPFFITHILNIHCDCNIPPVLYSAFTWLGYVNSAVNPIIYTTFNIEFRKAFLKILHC
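Tetracycline-induced HEK293 T-REx cells with force-coupled D2 receptor, plated overnight at 30 C, loaded with no-wash calcium dye. After a 10 s baseline, compound was pin-added and calcium flux read kinetically for 180 s; calcium rises flagged agonists.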
D2 antagonist: antagonists of human D2 dopamine receptor; P14416; HEK293 TREx D2 cells, calcium flux, dopamine EC80; inhibition, % at 10 µM; 2% of 340,000 active; in the data active = inhibition above about 30%; also: 0% is about no effect
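Tetracycline-induced HEK293 T-REx cells expressing D2 force-coupled to calcium signalling were dye-loaded, exposed to compound for 180 s, then challenged with an EC80 of dopamine; calcium flux was followed kinetically for a further 180 s.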
D1 agonist: human D1 receptor agonism; P21728; HEK293 T-REx D1 cells, calcium flux, agonist mode; activation, % at 2 µM; 1% of 360,000 active; also: 0% is about no effect
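Tetracycline-induced HEK293 TREx D1 cells, force-coupled to calcium signalling, were dye-loaded with a no-wash calcium kit. Compound was pin-added after a 10 s baseline. Fluorescence was read kinetically at 1 cycle/s for 180 s, with calcium rises flagged as agonism.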
D2 PAM: D2 dopamine receptor (human) potentiation | P14416 | HEK293 T-REx D2, calcium flux, EC20 dopamine potentiation | potentiation, % at 10 µM | 0.34% of 340,000 active | AID 485347;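 active = potentiation over 3 SD above the plate norm, cut at about 30% in these data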; also: 0% is about no effect
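Using a no-wash calcium dye in inducible, force-coupled HEK293 Trex cells expressing D2, we tracked fluorescence each second for 180 s after compound, then for 180 s after EC20 dopamine to detect augmented signalling.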
RXFP1 antag: antagonists of human relaxin receptor RXFP1 | Q9HBX9 | HEK293-RXFP1, relaxin-stimulated cAMP HTRF, 30 min; active compounds read low | activity change, negative = inhibition, % at 57.5 µM | 0.59% of 350,000 active | AID 1259400;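 active = activity change of -60% or lower, but not beyond a set lower limit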; also: % is scaled to controls: 0 for no effect and ±100 for the full control effect
D1 potentiator: human D1 dopamine receptor positive modulation; P21728; potentiation, % at 10 µM; 0.036% of 360,000 active; HEK293 TREx D1 cells, calcium flux, dopamine EC20 potentiation; in the data active = potentiation above about 30%; also: 0% is about no effect
D1 antagonist: antagonists of human D1 dopamine receptor; P21728; HEK293 TREx D1 cells, calcium flux, dopamine EC80; active compounds read low; activity change, negative = inhibition, % at 10 µM; AID 504652; 3.2% of 360,000 active; in the data active = activity change below about -30%; also: % is scaled to controls: 0 for no effect and ±100 for the full control effect
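Antagonism measured as reduced calcium response to an EC80 dopamine addition following 180 s compound pre-read; cells were inducible HEK293 Trex D1 plated overnight at 30 C, read kinetically at 1 cycle/sec.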
TRHR ag: TRH receptor (human) agonism | TRHR cells, calcium flux fluo-8, FDSS agonist mode | activation, % at 2 µM | 0.18% of 360,000 active | P34981; also: 0% is about no effect
Target sequence (P34981 whole entry, looked up): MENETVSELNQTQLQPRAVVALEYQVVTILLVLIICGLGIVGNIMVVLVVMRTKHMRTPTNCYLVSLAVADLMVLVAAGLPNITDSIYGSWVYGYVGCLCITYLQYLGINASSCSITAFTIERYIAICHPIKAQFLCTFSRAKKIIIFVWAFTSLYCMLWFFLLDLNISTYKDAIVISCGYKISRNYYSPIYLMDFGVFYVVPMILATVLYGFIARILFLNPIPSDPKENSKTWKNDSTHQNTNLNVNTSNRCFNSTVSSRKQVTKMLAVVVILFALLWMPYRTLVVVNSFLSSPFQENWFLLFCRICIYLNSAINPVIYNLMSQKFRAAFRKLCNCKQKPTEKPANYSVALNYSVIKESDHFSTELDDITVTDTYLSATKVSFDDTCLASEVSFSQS
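Read-out: compound-evoked intracellular calcium rise in TRHR cells, fluo-8 dye, kinetic FDSS fluorescence at 1 s/cycle following a 10-cycle baseline. Cells cultured overnight before dye loading (30 min–1.5 h, RT).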
TRHR PAM: allosteric enhancers of human TRH receptor; enhancement, % at 2 µM; P34981; 0.66% of 360,000 active; AID 493056; TRHR cells, fluo-8 calcium fluorescence, EC20 TRH enhancement; in the data active = enhancement above about 30%; also: 0% is about no effect
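Enhancer read-out: after compound pinning and an initial kinetic agonist-mode read, an EC20 of TRH (10 nM final) was injected and fluo-8 calcium signal (Ex 480/Em 530) followed at 1 s/cycle for 100 cycles in TRHR-expressing cells.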
* marks the source's active call; other numbers are inactive results; . = no result given; & = joins results of further samples. Rule as the data show it, unless noted: active = activation above about 30%; inactive = the rest. An unsorted share of the library; 7.1% or so of the library scored in one or more.

SMILES	RXFP1 antag	D2 PAM	TRHR ag	D1 potentiator	D1 agonist	D2 antagonist	D1 antagonist	D2 ag	TRHR PAM
CC(C)c1ccc(NC(=O)c2ccc3oc(=O)c(S(=O)(=O)c4ccc(F)cc4)cc3c2)cc1	.	11	0.1	-3	4	.	-2	0.7	-4
N#Cc1ccc(OCC(=O)NCCc2ccc(S(N)(=O)=O)cc2)cc1	-1	-3	0.3	-4	1	17	34	1.8	-7
COc1ccc(S(=O)(=O)Nc2cccc(-c3ccc(N4CCCCCC4)nn3)c2)c(OC)c1	-14&-10	-3	0.2&0.2	0&-1	1&3	-5	-10&-10	-1.0&-0.6	3&3
CC[N+]1=C(C)C(C)(C)c2cc(C)ccc21	-6	-4	14	-7	17	0	-34*	5.0	-2
O=C(Nc1cccc(C(F)(F)F)c1)c1scc2c1OCCO2	-4	-1	0.0	-1	5	-8	-7	-0.4	-13
CN(Cc1ccccc1)C(=O)c1[nH]cnc1C(=O)NCc1ccccc1	.	8	-1.1	-1	-1	-15	.	-1.0	1
COCCNC(=O)C(c1ccc(C)cc1)N(CCOC)C(=O)CCC(=O)Nc1nccs1 (centres undefined)	1	9	-2.0	4	3	-12	2	-0.5	1
Cc1cc(SCC(=O)Nc2cccc(S(N)(=O)=O)c2)c(C)cc1Br	1	4	0.1	0	1	16	-7	0.3	0
CCN(CC)C(=S)Nc1cc(C(=O)OC)ccc1C(=O)OC	-9	8	-0.3	0	1	-1	-5	1.1	0
O=C(CN1CCCCC1)Nc1nc(-c2ccc(Cl)cc2)cs1	-6	-1	-0.3	-2	1	-10	-53*	-0.5	-3
COc1ccc(C(=O)N(C)CC(=O)Nc2cccc(F)c2)cc1S(=O)(=O)NC1CCCC1	-10	1	-0.1	4	1	0	-2	0.2	-1
CCOc1ccccc1COC(=O)c1cccc(-n2cnnn2)c1	1	7	-0.5	-3	2	0	1	0.7	-2

Record cards, from the list above:
Shown for COCCNC(=O)C(c1ccc(C)cc1)N(CCOC)C(=O)CCC(=O)Nc1nccs1 (centres undefined) → RXFP1 antag: 1; D2 PAM: 9; TRHR ag: -2.0; D1 potentiator: 4; D1 agonist: 3; D2 antagonist: -12; D1 antagonist: 2; D2 ag: -0.5; TRHR PAM: 1
Shown for CC(C)c1ccc(NC(=O)c2ccc3oc(=O)c(S(=O)(=O)c4ccc(F)cc4)cc3c2)cc1 → RXFP1 antag: .; D2 PAM: 11; TRHR ag: 0.1; D1 potentiator: -3; D1 agonist: 4; D2 antagonist: .; D1 antagonist: -2; D2 ag: 0.7; TRHR PAM: -4

Retrieved one by one from the entries so far, two records:
SMILES	RXFP1 antag	D2 PAM	TRHR ag	D1 potentiator	D1 agonist	D2 antagonist	D1 antagonist	D2 ag	TRHR PAM
Cc1cc(SCC(=O)Nc2cccc(S(N)(=O)=O)c2)c(C)cc1Br	1	4	0.1	0	1	16	-7	0.3	0
COc1ccc(S(=O)(=O)Nc2cccc(-c3ccc(N4CCCCCC4)nn3)c2)c(OC)c1	-14&-10	-3	0.2&0.2	0&-1	1&3	-5	-10&-10	-1.0&-0.6	3&3

Next structures
SMILES	RXFP1 antag	D2 PAM	TRHR ag	D1 potentiator	D1 agonist	D2 antagonist	D1 antagonist	D2 ag	TRHR PAM
CC(C)N(Cc1ccccc1)C(=O)CCS(=O)(=O)c1cc2c(cc1Cl)NC(=O)CO2	.	8	-0.1	0	1	.	-6	-0.6	-4
CCNC(=S)N/N=C(\C)c1cccc(C(F)(F)F)c1	-4	-6	-0.3	-6	0	-10	0	-0.5	0
Nc1nc(-c2ccc(S(=O)(=O)N3CCCCC3)cc2)cs1	-9	-6	0.2	-10	5	-39	-13	0.0	-3
Cc1ccccc1Cn1c(CN2CCC(C(=O)NCCN(C)C)CC2)cc2ccccc21	-8	4	4.0	-3	45*	.	-8	1.7	3
COc1ccc(-c2cc(C)nc3nc(N)nn23)cc1	-6	3	-0.4	-6	0	-7	2	0.0	-2
O=C(NCc1nnc2c(C(F)(F)F)cc(Cl)cn12)C1CCCC1	-2	-2	0.5	0	1	2	18	0.3	3
Cc1ccc(OC(C)C(=O)Nc2ccncc2)cc1C (centres undefined)	4	-4	-0.2	-8	18	-1	-32*	-1.4	23
COc1ccc2[nH]cc(/C=C(/C#N)S(=O)(=O)c3ccccc3)c2c1	-7	14	0.8	-6	4	0	-26	-0.3	-3
CC(=O)Nc1ccc(CN2CCN(C3CCCCC3)C(CCO)C2)cc1 (centres undefined)	0	-6	0.5	-4	36*	13	-6	-1.3	7
CC1Cc2ccccc2N1S(=O)(=O)c1cccc(C(=O)Nc2cccnc2)c1 (centres undefined)	3	.	-1.5	-3	12	.	-3	.	-2
O=S(=O)(c1cccs1)N1CCc2ccccc2C1	11	4	-0.8	1	0	10	3	-0.6	-2
C=CCn1c(NCCc2ccccc2)nc2c1c(=O)n(C)c(=O)n2C	-4	.	-1.6	-7	18	-10	-20	2.1	2
COC(=O)c1cccc(NC2CC(=O)N(c3ccc(OC)c(OC)c3)C2=O)c1 (centres undefined)	21	7	0.3	9	1	-10	-33*	0.3	3
Brc1ccc(-c2ccc(CNCCSc3nnnn3-c3ccccc3)o2)cc1	6	-14	3.7	9	14	.	21	1.2	4
O=c1cc(N2CCc3ccccc32)[nH]c(=O)n1Cc1ccc(F)cc1	-5	6	-0.1	-8	1	5	-10	0.4	8
O=C(COC(=O)c1ccco1)NC(c1ccccc1)c1ccccc1	2	.	-0.1	1	1	-2	8	-0.2	-1
COC(=O)N/N=C/c1ccc(-c2cccc(Cl)c2)o1	-6	4	-0.3	-4	1	16	7	-0.4	-5
O=C(c1ccc2c(c1)N(Cc1ccc(Cl)cc1)C(=O)c1ccccc1S2(=O)=O)N1CCCC1	.	-3	0.0	0	4	.	2	0.5	4
Cc1nc(N)ncc1C(=O)Nc1ccccc1	-1	27	-2.3	6	5	-6	6	-0.5	1
COC(=O)c1ccc(C(c2c(N)n(CC(C)C)c(=O)[nH]c2=O)N2CCN(c3ccccc3)CC2)cc1 (centres undefined)	-2	.	0.0	-2	1	.	0	.	-7
Cc1cc(/C=C2\Cc3ccccc3C2=O)c(C)n1-c1ccccc1	-25	10	4.0	-4	11	-11	9	1.8	2
O=C(CCOc1ccccc1)Nc1ccc(Br)cc1	-13	-3	-1.0	1	3	9	11	-2.8	-1
Cc1nc(-c2c(C(F)(F)F)noc2-c2ccc(O)cc2O)cs1	-3	-7	-0.1	-8	5	4	-23	0.0	-3
CCCc1nc2c(s1)CCc1onc(-c3ccc(Cl)cc3)c1-2	.	-27	0.2	1	6	10	6	0.2	-3
Cc1cccc(NC(=S)NC2CC3CCCC(C2)N3Cc2cccs2)c1C (centres undefined)	-17	-22	1.2	-10	2	69*	5	0.5	2
Cn1nc(C(F)(F)F)c(-c2ccc(Br)cc2)c1NC(=O)CSCC(=O)O	-4	.	-0.3	5	4	.	-3	.	1
Cc1ccc(S(=O)(=O)n2c(C)nc3ccccc32)cc1	3	2	-0.2	-7	0	5	-6	-1.4	-7
Cc1ccccc1-n1ncc(C(C)NC(=O)c2ccco2)c1C (centres undefined)	1	5	1.4	-7	5	18	-3	0.6	-6
Cc1nnc(SCC(=O)NCc2ccco2)n1-c1ccccc1	0	1	0.3	1	-1	1	10	0.2	1
COc1ccc(OCc2nnc(-c3ccccc3)o2)cc1	5	.	0.9	-2	4	.	3	-0.8	-3
COc1ccc(-n2nc(C(=O)NCC(=O)N3CCN(c4ccccc4F)CC3)c3ccccc3c2=O)cc1	-1	-3	-0.4	6	3	4	11	-0.8	5
Cc1c(Cl)cccc1NC(=O)CCN1CCCC(C)C1 (centres undefined)	-11	-13	0.1	-2	2	-6	17	1.0	16
CC(=O)c1cccc(NC(=O)NC(C)c2ccncc2)c1 (centres undefined)	13	-8	0.4	4	1	19	-2	0.1	3
O=C(CN1CCN(c2ccc(F)cc2)CC1)Nc1ccccc1	-3	-5	0.3	0	1	-20	-11	-0.1	2
O=C(Cn1cc(S(=O)(=O)N2CCCC2)c(S(=O)(=O)N2CCCC2)c1)NCc1ccco1	30	.	0.0	1	1	.	9	.	-7
Cc1ccc(/C=C/C(=O)NCc2ccccn2)o1	-2	-2	0.3	-1	5	10	-12	0.3	-2
CC(=O)N(C)c1ccc(NC(=O)C(Sc2ccccc2)c2ccccc2)cc1 (centres undefined)	1	2	-1.8	-2	7	-5	-9	-0.1	-1
COc1ccccc1CNC(=O)C(NS(=O)(=O)c1cccc2nsnc12)C(C)C (centres undefined)	22	0	0.2	-3	2	-9	-1	-1.0	-2
Cc1cc(=O)[nH]c(N/N=C/c2sccc2C)n1	12	3	0.1	2	6	0	-1	-1.8	3
CCCCc1ccc(C(=O)NC(C(=O)O)C(C)C)cc1 (centres undefined)	4	12	-0.4	-5	0	-1	-1	-0.3	3
O=c1ccc(/C=C/c2ccccc2)nn1Cc1ccccc1Cl	-13	-8	0.5	-5	9	1	-11	-0.6	-8
O=C(Cn1c(NCCO)nc2ccccc21)NCC(F)(F)F	10	17	0.2	4	2	2	-5	-0.5	7
COc1ccc(-c2nnc(SCC(=O)Nc3cccc(Cl)c3C)nc2-c2ccc(OC)cc2)cc1	-5	2	0.4	-1	3	.	18	-0.2	-3
O=C(Cc1ccccc1)Oc1coc(CSc2ncccn2)cc1=O	0	-1	0.1	3	4	-11	-11	0.4	-2
COc1ccc(NC(=O)c2cc(-c3ccccc3Cl)no2)cc1	-11	-8	-0.1	-1	4	1	7	1.0	-9
Cc1ccc(O)c(C(=O)c2cnc3c(c2)c(C)nn3C)c1	14	-11	0.0	-5	2	1	-4	0.5	-3
CC(=O)c1c(C)n(-c2ccc(N(C)C)cc2)c2ccc(OCC(N)=O)cc12	-16	0	-1.2	-5	7	-15	4	0.2	1
Cc1ccc(C(=O)N2CCN(c3cc4c(cc3[N+](=O)[O-])n(C)c(=O)n4C)CC2)cc1	0	9	-0.4	-2	0	-2	-7	-1.0	-1
Cc1ccccc1NC(=O)NCCc1nc2ccccc2[nH]1	-8	0	0.1	3	0	-1	-4	0.1	0
Cc1cccc(CN2CCN(CCCc3ccccc3)CC2)c1	.	8	-3.3	-3	6	1	21	-0.7	-2
COc1ccccc1CCC(=O)OCC(=O)Nc1ccc(S(N)(=O)=O)cc1	8	-2	0.5	-5	2	6	1	-0.7	1
COC(=O)c1ccc(NC(=O)C2C3C=CC(O3)C2C(=O)O)cc1 (centres undefined)	2	-3	0.7	-2	-2	-3	7	0.2	-2
Cc1ccc(S(=O)(=O)NCCC(=O)NC2CCCCC2C)cc1 (centres undefined)	1	0	-1.4	-3	3	-3	-2	-0.4	5
O=C(CNC1CCCCC1)NN=C(c1ccccc1)c1ccccc1	-38	12	0.2	3	1	2	8	2.1	3
CC(C)(C)c1ccc(N2C(=N)SCC2=O)cc1	-10	-5	0.0	2	5	-1	9	-0.3	-7
CCOC(=O)N1CCN(CC(=O)N2c3ccccc3CCc3ccccc32)CC1	9	4	-0.5	2	0	.	4	.	2
Cc1cccc(OCC(=O)NNC(=O)Cn2c(=O)cnc3ccccc32)c1	1	2	0.2	3	3	-13	18	-0.4	2
